Wee1 degr inh: Wee1 degradation inhibitors, primary screen, cell-based, HeLa, Wee1K328M-luciferase, luminescence; HeLa Luc-Wee1K328M stability; 100% = proteasome inhibitor MG132 effect; reporter increase, % at 5 µM; hit rate 1.2% among 220,000;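 active means activation above the mean of all tested compounds plus 3 SD, set per screening run, cut at about 8.8% in these data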;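 further: cells exposed to compound for 20 h before luminescence read; 0% = DMSO alone and 100% = MG132 at 30 µM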
hK5 inh: human KLK5 protease inhibitors, primary screen, biochemical, 1536-well | Kallikrein-5 (Homo sapiens), Q9Y337 | recombinant hK5, fluorogenic AMC substrate cleavage | inhibition, % at 5 µM | hit rate 0.59% among 210,000 | AID 873, 2007;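 active means inhibition of 40% or more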;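 further: 0% = enzyme controls without compound and 100% = no-enzyme blanks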
Target sequence (Q9Y337 67-293 limits assumed): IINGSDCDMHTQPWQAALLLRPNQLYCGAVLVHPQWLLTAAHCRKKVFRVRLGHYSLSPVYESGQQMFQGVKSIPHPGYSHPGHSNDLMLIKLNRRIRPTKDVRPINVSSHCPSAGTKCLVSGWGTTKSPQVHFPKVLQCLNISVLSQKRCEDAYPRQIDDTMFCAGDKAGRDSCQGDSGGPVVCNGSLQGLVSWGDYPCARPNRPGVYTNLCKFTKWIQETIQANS
FXIa inh: human FXIa protease inhibitors, primary screen, biochemical, 1536-well. inhibition, % at 5 µM. hit rate 0.14% among 220,000. purified FXIa, Boc-Glu-Ala-Arg-AMC fluorogenic substrate;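 active means inhibition of at least 40%; inactive means inhibition below 40%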;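 further: fluorescence of freed AMC excited at 355 nm; 0% = enzyme without compound and 100% = no enzyme blank; many of its hits are not listed in these tables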
Furin inh: human furin inhibitors, primary screen, biochemical, fluorescence intensity. P09958. purified furin, fluorogenic substrate cleavage. inhibition, % at 30 µM. hit rate 0.061% among 220,000; in the data active means inhibition above about 25%; further: inactives centre near -15
FXIIa inh 1536: human FXIIa protease inhibitors, primary screen, biochemical, 1536-well; Coagulation factor XII (Homo sapiens), P00748; purified FXIIa, Boc-QGR-AMC fluorogenic substrate, 2 h; inhibition, % at 5 µM; hit rate 0.3% among 220,000; in the data active means inhibition above about 40%;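 further: 0% = enzyme with no compound and 100% = blank without enzyme; many of its hits are not listed in these tables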
Target sequence (P00748 20-372 limits assumed): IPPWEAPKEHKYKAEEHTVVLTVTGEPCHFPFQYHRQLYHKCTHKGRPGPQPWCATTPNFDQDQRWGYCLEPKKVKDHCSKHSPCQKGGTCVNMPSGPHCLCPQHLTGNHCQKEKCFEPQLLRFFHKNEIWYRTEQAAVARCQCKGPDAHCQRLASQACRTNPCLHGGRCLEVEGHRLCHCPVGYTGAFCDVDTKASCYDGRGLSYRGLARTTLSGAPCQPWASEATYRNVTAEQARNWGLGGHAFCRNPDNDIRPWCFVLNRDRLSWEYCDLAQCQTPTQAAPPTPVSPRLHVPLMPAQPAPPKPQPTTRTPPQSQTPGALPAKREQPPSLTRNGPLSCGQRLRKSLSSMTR
Target sequence (P00748 373-615 limits assumed): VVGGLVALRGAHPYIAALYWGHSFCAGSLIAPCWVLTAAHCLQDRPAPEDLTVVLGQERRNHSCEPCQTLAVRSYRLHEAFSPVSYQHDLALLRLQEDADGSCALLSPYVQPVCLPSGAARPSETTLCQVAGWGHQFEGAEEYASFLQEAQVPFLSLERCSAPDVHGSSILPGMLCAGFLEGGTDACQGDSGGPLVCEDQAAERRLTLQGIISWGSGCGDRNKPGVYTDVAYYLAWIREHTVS
Cl transport mod: KCC2 cotransporter modulators, thallium flux, primary screen, cell-based, HEK293 KCC2, FluoZin-2 fluorescence, MLSMR. Solute carrier family 12 member 5 (Homo sapiens), Q9H2X9. KCC2 cells, thallium flux FluoZin-2 fluorescence. B-score of Tl+ flux slope (higher = more flux/activation; lower = inhibition) at 10 µM. hit rate 2.2% among 190,000;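 active means thallium flux slope and its plate-corrected score both differing from the plate sample mean at a set confidence after two filtering rounds, in either direction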;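 further: slope of fluorescence scaled to starting intensity during 10 to 20 s after thallium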
p97 ATPase inh: inhibitors of human p97 ATPase, primary screen, biochemical | hit rate 0.42% among 220,000 | inhibition, % at 8 µM | recombinant p97 ATPase, Kinase-Glo ATP luminescence, 3 h | Transitional endoplasmic reticulum ATPase (Homo sapiens), P55072; in the data active means inhibition above about 15%;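 further: 0% = DMSO vehicle and 100% = wells lacking enzyme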
PERK inh: block of dimerizer-induced PERK translation repression, primary screen, PERK inhibitor project, CHO PERK-DD cells, SEAP luminescence, HTS | Eukaryotic translation initiation factor 2-alpha kinase 3 (Homo sapiens), Q9NZJ5 | CHO PERK-DD fusion, SEAP luminescence translation reporter | inhibition, % at 5.6 µM | hit rate 0.17% among 220,000 | AID 1416, 2008;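 active means inhibition above the mean inhibition of all tested compounds plus 3 SD, set separately per screening campaign, cut at about 2.9% in these data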;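 further: PERK kinase domain activated by AP20187 dimerizer at 100 nM; 0% = DMSO with dimerizer and 100% = rapamycin at 8.4 µM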
thrombin 1536: human alpha-thrombin inhibitors, primary screen, counter-screen for coagulation protease inhibitor project, biochemical, 1536-well, fluorogenic AMC substrate | Prothrombin (Homo sapiens), P00734 | Boc-VPR-AMC fluorogenic substrate cleavage | inhibition, % at 5 µM | hit rate 0.26% among 220,000;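 active means inhibition at or above 40%; inactive means inhibition below 40%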;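 further: 0% = enzyme with no compound and 100% = wells without enzyme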
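Test system: human alpha-thrombin; medium: pH 7.5 Tris-saline with Tween 20; times: reaction at room temperature; signal: AMC fluorescence at 355 nm excitation and 460 nm emission; also added: Boc-VPR-AMC substrate, 15 µM final; dosing: one concentration per compound, 5 µM, with 0.2% DMSO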
The depositor's hits bear a star; x = no result given; [ ] = remark or other dose.

Second line of a record: p97 ATPase inh	FXIa inh	hK5 inh	PERK inh	FXIIa inh 1536	thrombin 1536	Wee1 degr inh	Furin inh	Cl transport mod
1	Cc1cc(C)nc(NS(=O)(=O)c2ccc(NS(=O)(=O)c3ccccc3)cc2)n1
    -3	2	-20	0.7	7	-6	-2	-10[20 µM]	-0.44
2	O=C(C(c1ccccc1)c1ccccc1)N1CCN(CC(O)COc2ccccc2)CC1 (stereo not drawn)
    6	2	-17	-0.5	16	-7	-3	-21	0.3
3	COc1cc(NC(=O)c2cc3ccccc3o2)c(OC)cc1Cl
    6	8	4	1.3	20	3	1	-17	0.73
4	Nc1cccc(S(=O)(=O)Nc2ccc(Br)cc2)c1
    0	5	3	1.4	10	-3	3	-14	-0.14
5	COCCSc1ccccc1C(=O)N1CCC(Cc2ccccc2)CC1
    -6	-2	-1	-0.3	x	-5	1	-18	-1.8
6	COc1ccc(Nc2cc(C(=O)NCCCN3CCN(C)CC3)c3ccccc3n2)cc1
    -3	-6	5	-1.0	2	-2	-1	-7	x
7	CC(C1CC1)N(Cc1ccccc1)C(=S)Nc1cccc(C(F)(F)F)c1 (stereo not drawn)
    1	-7	-18	0.4	2	-10	2	-4	-0.46
8	COc1ccc(Cl)cc1NC(=O)Nn1cnnc1
    3	-20	5	0.4	4	-5	-1	-19[20 µM]	x
9	CC(C)OCCCNC(=S)Nc1ccc(S(N)(=O)=O)cc1
    4	-3	-23	1.5	0	-11	-1	-11	-1
10	COc1cccc(-n2cn[nH]c2=S)c1
    5	-7	-13	-0.4	-1	-8	-3	-9	0.18
11	CCN(CC)CCCNC(=O)Cn1nc([N+](=O)[O-])c(Cl)c1C
    2	1	3	0.3	16	-4	0	-22	0.9
12	COc1ccc(S(=O)(=O)CCc2nnc(NC(=O)c3cccs3)s2)cc1
    -2	0	1	0.7	22	77*	0	-15[20 µM]	x
13	CSc1ccccc1NC(=O)CN(C)CC(=O)Nc1ccc(Cl)cc1[N+](=O)[O-]
    -2	5	-2	0.6	9	2	0	-13	-1.6
14	COc1ccc(NC(=O)COC(=O)c2ccc(OCc3c(C)noc3C)cc2)cc1OC
    2	-5	-9	0.8	-6	-6	2	-20[20 µM]	0.28
15	CCN(C(=O)c1cn(C)c(=O)c2cc(OC)c(OC)cc12)c1cc(C)ccc1C
    -4	5	-14	0.2	18	4	0	-24	-1.6
16	O=C1c2ccccc2-c2nccnc21
    4	-1	-8	1.9	2	-2	-1	-30	x
17	Cc1nnc(SCSc2nnc(C)s2)s1
    -7	-3	-10	-0.6	10	-10	0	-9	0.06
18	O=C(Nc1cccc(-c2cnc3ccccc3n2)c1)c1ccc(Cl)cc1
    -2	-8	0	0.2	-5	0	-3	-2[20 µM]	1.2
19	CCOC(=O)C1=C(OCc2ccc(Cl)cc2)C2C=C(C)C=CC2N=C1 (stereo not drawn)
    1	11	-8	-0.4	25	4	2	-17[20 µM]	-1.4
20	O=[N+]([O-])c1ccc(N2CCN(S(=O)(=O)c3ccccc3[N+](=O)[O-])CC2)cc1N1CCc2ccccc2C1
    4	1	2	-0.4	-9	15	4	3	-0.48
21	COc1cccc(-c2csc(NC(C)=O)n2)c1
    -3	0	6	0.7	14	1	6	-23[20 µM]	0.33
22	CC1(C)CC(=O)C2=C(C1)OC1=C(C2)C(=O)CC(C)(C)C1
    -2	2	-18	-0.9	10	-10	2	5	0.41
23	c1ccn(-c2ncnc3sc4c(c23)CCCC4)c1
    2	10	27	-0.6	29	35	-3	-2	x
24	COc1ccc(NC(=O)C2CCCN2S(=O)(=O)c2ccc3c(c2)CCC(=O)N3)cc1Cl (stereo not drawn)
    4	-1	-23	0.3	10	-5	4	-26	0.2
25	O=S(=O)(c1ccccc1)c1nc(-c2cccs2)oc1NCC1CCCO1 (stereo not drawn)
    2	4	-11	-0.5	15	2	-1	-17[20 µM]	-0.021
26	Cc1cccc(Nc2n[nH]c(C)c2[N+](=O)[O-])c1
    6	6	7	0.5	16	5	7	-11	-0.31
27	O=C(C1CCCN(CCCc2ccccc2)C1)N1CCCCC1 (stereo not drawn)
    -1	-5	-14	0.3	-1	-10	6	-9	0.089
28	Cc1ccc(NC(=S)N2CCOCC2)c(C)c1
    2	0	-17	1.1	9	-2	0	-12[20 µM]	0.58
29	CC(=O)c1cc2c(C)cc(=O)oc2cc1O
    6	2	-36	0.2	9	-6	-1	-22[20 µM]	-0.027
30	COc1ccc(NC(=O)c2ccc(OCc3c(C)noc3C)c(OC)c2)cn1
    1	-6	-7	0.2	x	-11	4	-24	0.13
31	COc1nc(NCc2cccnc2)nc(OC)n1
    -2	5	-16	0.0	12	-3	-2	-12	0.54
32	CCOc1ncccc1C(=O)OCc1c(F)cccc1Cl
    -1	-1	-2	-0.2	x	-9	3	-10	-2.3
33	CC(=O)/C(=N/Nc1ccccc1Cl)Sc1nnc(C(O)c2ccccc2)n1-c1ccccc1 (stereo not drawn)
    2	-1	-8	0.4	3	-9	3	-14	-0.61
34	O=C(/C=C/c1ccc(Br)o1)NCCCN1CCOCC1
    1	10	10	0.2	7	-1	0	-11	0.25
35	O=c1cc(N2CCCCC2)c(-c2ccccc2)nn1Cc1ccc(F)cc1
    -4	-4	-4	-0.1	6	0	-2	-9	x
36	COc1ccc(-c2onc(C)c2-c2ccccc2)c(O)c1
    -5	-5	-18	1.1	7	-8	0	-22[20 µM]	-0.37
37	CN(C)S(=O)(=O)c1ccc(Cl)c(NC(=O)CN2C(=O)NC(C)(C3CC3)C2=O)c1 (stereo not drawn)
    -2	6	21	0.0	13	10	5	-8	1.3
38	COc1ccc(OC)c(NC(=O)COC(=O)/C=C/c2c(C)nn(C3CCS(=O)(=O)C3)c2Cl)c1 (stereo not drawn)
    -2	3	13	0.1	13	6	3	-14[20 µM]	0.67
39	CCCc1cc(=O)[nH]c(SCC(=O)N2CCN(S(=O)(=O)c3ccc4ccccc4c3)CC2)n1
    5	5	5	-0.2	11	-1	1	-19	0.15
40	COc1ccc(Cl)cc1N(C(C)C(=O)NC1CCCC1)S(C)(=O)=O (stereo not drawn)
    0	0	-1	1.0	9	2	3	-21	0.5
41	O=C(Oc1ccccc1)c1cccc(N2C(=O)CCC2=O)c1
    -4	-5	13	0.1	-4	-2	-3	-15	-0.066
42	Cc1ccc(S(=O)(=O)NC(CC(C)C)C(=O)NCc2ccco2)cc1 (stereo not drawn)
    3	3	45*	0.3	6	6	2	-18[20 µM]	x
43	Nc1nonc1-c1noc(N2CCCCC2)n1
    -2	23	-10	0.3	24	1	5	-11	x
44	CC(=O)Nc1ccc(S(=O)(=O)N2CCN(c3cc(C)nc4ccccc34)CC2)cc1
    5	-3	-21	-0.7	10	-15	-1	10[20 µM]	-0.62
45	CC(C)C(NC(=O)C1CCCCC1)C(=O)NCCc1ccccc1 (stereo not drawn)
    4	-4	-5	0.3	2	-13	-3	-5	-0.6
46	Nc1ccc(Sc2nnnn2-c2ccccc2)c(Cl)c1
    2	-2	-13	0.4	-13	-9	1	-23[20 µM]	0.11
47	Nc1oc2ccccc2c(=O)c1C=O
    7	0	-8	-0.9	5	-4	-3	-12	1.2
48	CC(NC(=O)c1ccncc1)C(C)(C)C (stereo not drawn)
    5	-8	1	0.6	-1	-7	-2	-7[20 µM]	x
49	O=C(CSc1n[nH]c(=O)n1Cc1ccco1)Nc1ccccc1
    -6	-7	-3	-0.1	-1	-6	-1	-11	-0.32
50	Cn1c(CSCc2ccc(Cl)c(Cl)c2)nnc1SCC(=O)Nc1nccs1
    3	-4	0	-0.1	16	-1	1	-9[20 µM]	x
51	Cc1cc(C)n(-c2nc3c(c(=O)n(C)c(=O)n3C)n2CCO)n1
    3	1	x	0.6	13	4	-1	-28	0.17
52	COc1cc(C(=S)N2CCCC2)cc(OC)c1OC
    4	-7	-9	-0.2	-1	-7	-1	-5	0.028
53	CN1CCN(c2ccc([N+](=O)[O-])cc2C(=O)Nc2ccccc2)CC1
    2	2	-2	1.7	6	1	0	-11	-0.34
54	COC(=O)c1scc(C)c1NC(=O)C(Cl)c1ccccc1 (stereo not drawn)
    1	0	-1	-0.6	7	-5	6	-19	-1
55	NC(=O)c1ccsc1NC(=O)c1ccc2c(c1)CCCC2
    -10	5	-8	-0.4	9	0	0	-20	-0.25
56	N#Cc1nnn(-c2cc(Cl)cc(Cl)c2)c1N
    -2	-13	20	-0.1	2	-6	-1	-8	0.3
57	CCOC(=O)C(C(=O)Nc1ccc(C)cc1)C1CCCCC1 (stereo not drawn)
    -3	-4	-3	-0.5	18	5	-3	-10[20 µM]	x
58	CC(C)(C)c1nnc2sc(SCC(=O)c3cccs3)nn2c1=O
    0	-2	-25	-0.2	15	3	1	-12	-0.12
59	CCOC(=O)CC(=O)Nc1ccc(C(=O)OCC)cc1
    6	-5	-25	0.7	12	4	1	-18[20 µM]	-0.55
60	Cc1ccc(N/C=C(\C2OC(=O)c3ccccc32)[N+](=O)[O-])c(C)c1 (stereo not drawn)
    -2	5	5	-0.1	13	-1	-3	-22	-0.55

The list goes on:
Second line of a record: p97 ATPase inh	FXIa inh	hK5 inh	PERK inh	FXIIa inh 1536	thrombin 1536	Wee1 degr inh	Furin inh	Cl transport mod
61	Cc1ccc(NC(=O)c2cncc(Br)c2)c(O)c1
    9	-9	9	-0.7	11	2	12*	-10	-0.69
62	O=C(Nc1ccc2nc(-c3ccco3)[nH]c2c1)c1ccco1
    1	-5	8	0.0	7	-4	3	-10[20 µM]	0.96
63	Cc1cc2c3nonc3ccc2n1C
    1	6	-10	1.0	24	2	-2	-22	0.045
64	CC(=O)OCC1OC(n2ncc(=O)n(Cc3ccccc3)c2=O)C(OC(C)=O)C1OC(C)=O (stereo not drawn)
    0	-6	-6	1.4	1	-12	-5	-15	0.27
65	O=C(O)c1ccc(COc2ccccc2/C=C2\NC(=O)N(Cc3ccccc3F)C2=O)cc1
    -2	0	-8	-0.2	1	-4	2	-7	-2.3
66	O=C(Cc1ccccc1)Nc1ccc2oc(-c3ccncc3)nc2c1
    3	2	-32	0.4	7	-1	4	-28	-0.1
67	Cc1ccc(C)c(OC2=NS(=O)(=O)c3ccccc32)c1
    -2	-6	-5	0.4	5	-13	-6	-22	-0.097

4 compounds from above, showing only hK5 inh, FXIa inh and p97 ATPase inh.
#	structure	hK5 inh	FXIa inh	p97 ATPase inh
66	O=C(Cc1ccccc1)Nc1ccc2oc(-c3ccncc3)nc2c1	-32	2	3
64	CC(=O)OCC1OC(n2ncc(=O)n(Cc3ccccc3)c2=O)C(OC(C)=O)C1OC(C)=O (stereo not drawn)	-6	-6	0
65	O=C(O)c1ccc(COc2ccccc2/C=C2\NC(=O)N(Cc3ccccc3F)C2=O)cc1	-8	0	-2
67	Cc1ccc(C)c(OC2=NS(=O)(=O)c3ccccc32)c1	-5	-6	-2

Shown as a hit in Wee1 degr inh, of those listed so far:
| No. | SMILES | p97 ATPase inh | FXIa inh | hK5 inh | PERK inh | FXIIa inh 1536 | Wee1 degr inh | Furin inh | Cl transport mod |
| --- | --- | --- | --- | --- | --- | --- | --- | --- | --- |
| 61 | Cc1ccc(NC(=O)c2cncc(Br)c2)c(O)c1 | 9 | -9 | 9 | -0.7 | 11 | 12* | -10 | -0.69 |
